# LYPLA1 counter – LYPLA1 inhibitors, primary screen, counter-screen for PME1 inhibitor project, biochemical, fluorescence polarization, FP-Rh probe ABPP | Acyl-protein thioesterase 1 (Homo sapiens), O75608 | recombinant LYPLA1 | inhibition, % at 5.9 µM | 320,000 compounds, 0.16% hits;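 active = inhibition above the mean of all tested compounds plus 3 SD, set per campaign, cut at about 14% in these data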;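 note: inhibitors block serine hydrolase probe labeling of LYPLA1 so polarization falls; 0% = enzyme with DMSO and 100% = wells lacking LYPLA1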
# PAFAH1B3 FP inh – PAFAH1B3 enzyme inhibitors, primary screen, biochemical, fluorescence polarization, human; recombinant PAFAH1B3, FP-rhodamine probe; inhibition, % at 3.39 µM; 340,000 compounds, 0.28% hits; AID 492972, 2010;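 active = inhibition above the screen-wide average of all tested compounds plus 3 SD, cut at about 25% in these data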;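 note: 0% = enzyme with DMSO only and 100% = wells lacking PAFAH1B3 protein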
# GSTO1 inh – inhibitors of recombinant GSTO1, primary screen, counter-screen for RBBP9 inhibitor project, biochemical, fluorescence polarization | Glutathione S-transferase omega-1 (Homo sapiens), P78417 | activity-based probe fluorescence polarization | inhibition, % at 5.96 µM | 300,000 compounds, 1.1% hits | AID 1974, 2009;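 active = inhibition above the campaign mean inhibition plus 3 SD, cut at about 35% in these data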;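 note: 0% = GSTO1-1 with DMSO and 100% = wells lacking GSTO1-1 enzyme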
# Target sequence (P78417 whole entry, looked up): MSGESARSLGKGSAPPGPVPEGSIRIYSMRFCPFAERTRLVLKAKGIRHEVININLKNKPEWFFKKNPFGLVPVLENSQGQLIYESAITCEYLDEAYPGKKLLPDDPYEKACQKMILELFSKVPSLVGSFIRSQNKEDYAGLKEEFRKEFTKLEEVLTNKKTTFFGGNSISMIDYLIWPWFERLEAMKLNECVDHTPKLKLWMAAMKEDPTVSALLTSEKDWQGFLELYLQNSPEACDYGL
# PME-1 primary – PME-1 inhibitors via competitive probe labeling, primary screen, biochemical, fluorescence polarization, FP-Rh probe, HTS; inhibition, % at 5.9 µM; recombinant PME-1; AID 2130, 2009; 320,000 compounds, 0.53% hits;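 active = inhibition above the campaign mean of all compounds plus 3 SD, cut at about 26% in these data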;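 note: competitive labeling of PME-1 active site by serine hydrolase directed probe; 0% = PME-1 with DMSO and 100% = wells lacking PME-1 enzyme; inhibitors block probe labeling so polarization falls and inhibition rises; many of its hits are not listed in these tables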
# pPAFAH inh – pPAFAH enzyme inhibitors, primary screen, biochemical, fluorescence polarization, human. 330,000 compounds, 1.5% hits. inhibition, % at 3.39 µM. recombinant pPAFAH, FP-rhodamine probe fluorescence polarization. Platelet-activating factor acetylhydrolase (Homo sapiens), Q13093;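 active = inhibition above the mean inhibition across the screen plus 3 SD, cut at about 25% in these data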;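 note: inhibitors block binding of the rhodamine activity-based probe so polarization drops; 0% = enzyme with DMSO and 100% = wells lacking pPAFAH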
# PAFAH1B2 FP inh – PAFAH1B2 enzyme inhibitors, primary screen, biochemical, fluorescence polarization, human; Platelet-activating factor acetylhydrolase IB subunit alpha2 (Homo sapiens), P68402; AID 492953, 2010; recombinant PAFAH1B2, FP-rhodamine activity probe; 340,000 compounds, 1.2% hits; inhibition, % at 3.39 µM;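 active = inhibition above the mean of all tested compounds plus 3 SD, cut at about 24% in these data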;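 note: 0% = enzyme with DMSO and 100% = wells lacking PAFAH1B2; many of its hits are not listed in these tables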
# PREPL inhibitor – PREPL enzyme inhibitors, primary screen, biochemical, fluorescence polarization. inhibition, % at 5.96 µM. 320,000 compounds, 0.68% hits. recombinant PREPL, fluorescence polarization activity-based probe; in the data active = inhibition above about 43%;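 note: 0% = enzyme with DMSO and 100% = wells lacking enzyme; many of its hits are not listed in these tables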
# PAD4 FP inh – human PAD4 inhibitors, primary screen, biochemical, fluorescence polarization, 1536-well format | Protein-arginine deiminase type-4 (Homo sapiens), Q9UM07 | recombinant PAD4, RCA probe fluorescence polarization | inhibition, % at 6.36 µM | 330,000 compounds, 0.41% hits | AID 485272, 2010;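 active = percent inhibition above a cutoff equal to the mean of all tested compounds plus 3 SD, cut at about 15% in these data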;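 note: 0% = PAD4 with RCA probe and DMSO and 100% = probe without PAD4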
# Target sequence (Q9UM07 whole entry, looked up): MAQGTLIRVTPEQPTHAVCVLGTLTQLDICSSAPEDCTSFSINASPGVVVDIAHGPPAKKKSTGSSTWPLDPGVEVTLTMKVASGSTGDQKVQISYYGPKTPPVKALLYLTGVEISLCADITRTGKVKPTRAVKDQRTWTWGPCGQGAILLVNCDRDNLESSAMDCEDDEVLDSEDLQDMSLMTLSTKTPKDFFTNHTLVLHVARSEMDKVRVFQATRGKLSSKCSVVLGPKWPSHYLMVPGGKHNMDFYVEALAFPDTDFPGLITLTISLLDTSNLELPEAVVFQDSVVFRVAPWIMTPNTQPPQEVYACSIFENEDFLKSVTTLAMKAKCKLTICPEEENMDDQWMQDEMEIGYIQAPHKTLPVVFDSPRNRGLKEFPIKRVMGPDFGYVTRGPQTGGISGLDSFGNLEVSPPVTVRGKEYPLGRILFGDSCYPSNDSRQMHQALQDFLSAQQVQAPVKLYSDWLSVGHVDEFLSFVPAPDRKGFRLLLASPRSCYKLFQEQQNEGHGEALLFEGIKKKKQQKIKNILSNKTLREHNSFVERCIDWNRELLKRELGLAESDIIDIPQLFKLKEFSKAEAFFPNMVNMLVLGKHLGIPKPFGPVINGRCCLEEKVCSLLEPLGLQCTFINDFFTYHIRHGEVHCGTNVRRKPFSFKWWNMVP
# LYPLA2 inh – LYPLA2 inhibitors, primary screen, counter-screen for PME1 inhibitor project, biochemical, fluorescence polarization, FP-Rh probe ABPP; inhibition, % at 5.9 µM; 320,000 compounds, 0.38% hits; recombinant LYPLA2; Acyl-protein thioesterase 2 (Homo sapiens), O95372;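 active = inhibition above the screen-wide mean plus 3 SD, limit set per campaign, cut at about 26% in these data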;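 note: 0% = LYPLA2 with DMSO and 100% = wells lacking LYPLA2 enzyme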
# * marks the source's active call; other numbers are inactive results; · = not tested or not shown.
SMILES,LYPLA1 counter,PAFAH1B3 FP inh,GSTO1 inh,PME-1 primary,pPAFAH inh,PAFAH1B2 FP inh,PREPL inhibitor,PAD4 FP inh,LYPLA2 inh
Cc1cc2c(c(SCC(N)=O)n1)C(=O)OC2,-1,1,-2,1,6,2,4,-3,6
CCN(CC)Cc1ccccc1CNC(=O)c1cccc(S(=O)(=O)Nc2ccc3c(c2)OCO3)c1,0,4,·,5,7,0,13,-7,3
CCc1cccc(C)c1NC(=O)CSc1nc(-c2ccccc2F)nc2nc[nH]c12,-12,2,-8,-16,-7,0,-5,-11,-10
Cc1cc(-n2[nH]c(C)c(C)c2=O)nc(-c2ccccc2O)n1,-3,8,-4,-7,5,-5,-3,-9,-7
O/N=C/c1ccn(-c2ccc(Br)cc2)c1,-2,0,7,-7,0,6,-4,-2,-4
Cc1ccc(OCc2nc(-c3ccccn3)n[nH]2)cc1,2,11,9,4,4,11,20,-6,-1
O=C(O)c1cc(-n2cccc2)ccc1N1CCOCC1,0,·,10,0,6,·,8,-1,0
CCSc1nnc(-c2ccccc2NC(=O)CC)c(=O)[nH]1,-4,-1,-3,-1,-2,5,12,-5,-10
O=[N+]([O-])c1ccccc1CSc1nc2ccccc2o1,-4,7,0,4,15,2,-3,2,5
CC1(C)c2cc(Cl)ccc2-n2c1cc(O)c(-c1ccccc1)c2=O,5,-3,-13,3,-3,9,9,-3,7
CCOC(=O)N1CCC(NC(=O)c2cnc3n(c2=O)CCS3)CC1,-3,8,-9,-1,0,7,-5,0,-4
O=C(COC(=O)c1ccc([N+](=O)[O-])s1)c1ccc[nH]1,·,33*,·,·,17,7,19,25*,·
COc1ccc(N2CCN(C(=S)Nc3ccc(OC)cc3OC)CC2)cc1,-2,0,1,-5,3,6,11,-2,-5
Nc1nc(Cl)cc(Oc2ccc([N+](=O)[O-])cc2)n1,-1,7,2,0,9,1,-11,0,4
COCCC(=O)N1CCC(C(=O)Nc2ccc(Oc3ccccc3)nc2)CC1,-3,1,3,-3,0,-1,-6,1,-6
Cc1c(N)cc(N)cc1C(=O)O,2,3,11,-6,22,3,-3,-10,1
Cc1cccnc1NC(=O)c1cccc(NC(=O)CC2SC(N3CCCCC3)=NC2=O)c1 (centres undefined),0,-2,·,-4,-7,1,4,5,-3
C/C(=N\NC(=O)c1cccc(S(=O)(=O)N2CCCC2)c1)c1ccc(F)cc1,-2,1,8,8,1,4,-3,-7,1
CC1(C)C(=O)OC(/C=C\c2cccc([N+](=O)[O-])c2)C(C)(C)C1=O (centres undefined),5,1,-2,-2,5,-1,8,-2,-1
COc1ccc2occ(C(=O)c3cccs3)c2c1,0,2,1,-2,2,5,0,-3,0
NS(=O)(=O)c1ccc(CCNC(=O)CN2CCN(c3ccccc3O)CC2)cc1,4,2,2,6,4,2,8,-1,11
Fc1ccc(CN2CCN(c3ncnc4scc(-c5ccccc5)c34)CC2)cc1,-2,7,-10,6,0,7,4,3,0
Cc1ccccc1-c1nc(CS(=O)(=O)CC(=O)N2CCCCC2)c(C)o1,-2,9,1,-5,2,5,6,-1,5
N=C1C(c2nc3ccccc3[nH]2)=C(O)CN1c1ccc(F)cc1,3,8,1,-3,5,0,23,2,8
CCOc1ccccc1CNS(=O)(=O)c1ccc2c(c1)C(C)(C)C(=O)N2C,-4,4,4,2,4,0,0,-1,-1
# Continuation:
SMILES,LYPLA1 counter,PAFAH1B3 FP inh,GSTO1 inh,PME-1 primary,pPAFAH inh,PAFAH1B2 FP inh,PREPL inhibitor,PAD4 FP inh,LYPLA2 inh
CCN(CC)CCCCCOc1ccccc1OC,3,-6,0,3,-1,1,0,-3,3
COc1ccccc1CN(Cc1nc2ccccc2c(=O)[nH]1)S(=O)(=O)c1ccc(C)cc1,-3,-1,-4,6,0,-1,-10,1,-3
COc1ccc(Cn2nnnc2CN2CCN(c3ccc(OC)cc3)CC2)cc1,1,8,4,-5,-2,5,-20,-8,-4
Cc1ncoc1C(=O)N1CCCC(N2CCN(c3ccccc3F)CC2)C1 (centres undefined),-2,4,17,-6,-1,-1,15,3,-2
O=C(O)C1CCCCC1C(=O)Nc1ccc2c(c1)OCCO2 (centres undefined),5,4,-5,4,0,2,-2,1,7
Cc1c(NC(=O)c2cc(Br)ccc2Cl)cccc1-n1cnnn1,·,12,·,·,-1,2,18,-1,·
O=c1onc(-c2ccccc2)c2ccccc12,0,7,4,0,5,2,0,8,5
COC(=O)c1ccc(NC(=O)Cn2nnc(-c3cccs3)n2)cc1,3,4,-3,-7,2,-1,5,0,2
COc1ccc(C2C(C(=O)Nc3cc(C)on3)c3ccccc3C(=O)N2C)cc1 (centres undefined),0,5,0,3,-2,-1,16,0,2
O=C(NCCN1CCN(c2ccccc2)CC1)C1CCCN(S(=O)(=O)c2cnc[nH]2)C1 (centres undefined),5,5,5,-1,2,7,17,2,7
Cc1ccc(S(=O)(=O)NCc2nnc(SCC(=O)Nc3cccc(C)c3C)n2C)cc1,3,6,-3,1,6,1,10,0,6
COC(=O)c1cc(N=CC2=C(O)CC(C)(C)CC2=O)cc(C(=O)OC)c1,-2,-1,1,3,-1,12,3,-1,-4
CC(=O)Nn1c(C)nnc1-n1nc(C)cc1C,5,2,7,-1,-6,1,-6,-5,2
O=C(NCc1ccc(F)cc1)c1ccc(Cl)c(NC2=NC3CS(=O)(=O)CC3S2)c1 (centres undefined),-4,8,4,5,0,3,7,-5,0
COc1ccc(CC(=O)N[C@@H](C)C(=O)N2CCC3(CC2)NCCc2[nH]cnc23)cc1,1,8,0,2,2,1,-1,-1,3
Cc1sc2ncnc(OCC(=O)N3CCN(S(=O)(=O)c4ccc(Cl)cc4)CC3)c2c1C,-1,9,1,40*,-2,10,-6,3,7
CCc1ccc2oc(-c3cc(N)ccc3Cl)nc2c1,4,2,-2,4,6,3,12,-1,1
CC(SCc1ccccc1)C(=O)Nc1ccccc1-c1ccccc1 (centres undefined),3,1,6,-4,6,3,4,-1,5
O=c1[nH]cnc2ccc([N+](=O)[O-])cc12,2,4,-5,6,1,6,2,-1,3
CCC(=O)CN(Cc1cc(OC)ccc1OC)S(=O)(=O)c1ccccc1Br,·,-3,·,·,4,4,·,-3,·
CC(=O)NC(Cc1ccccc1F)C(=O)NC1CCN(C(=O)NCc2ccccc2)CC1 (centres undefined),-7,11,25,-6,-2,4,0,-3,-7
CN(C)S(=O)(=O)c1ccc2c(c1)C(=NO)c1cc(S(=O)(=O)N(C)C)ccc1-2,-10,-6,-6,-10,-3,-3,0,-1,-9
O=C(O)c1ccc(OCCN2CCCC2=O)cc1,-1,11,4,-2,-5,0,7,-8,-2
COc1ccc(CC(=O)N2CCN=C2SC)cc1OC,0,1,10,1,3,3,-4,-4,-1
CN(CCC#N)C(=O)c1ccc(CNS(=O)(=O)c2ccc(F)cc2)cc1,-1,0,-2,6,10,0,-7,0,-7
# Following part
SMILES,LYPLA1 counter,PAFAH1B3 FP inh,GSTO1 inh,PME-1 primary,pPAFAH inh,PAFAH1B2 FP inh,PREPL inhibitor,PAD4 FP inh,LYPLA2 inh
CCCCNC(=O)Cn1c(=O)n(C)c2ccccc21,2,1,1,5,1,1,7,2,4
O=S(=O)(/C=C/c1ccccc1)NCCc1ccccn1,-5,0,5,2,5,3,-6,1,-1
CN(C)c1ccc(N=Nc2ccccc2C(=O)OCC(=O)NC2CCCC2)cc1,2,0,-2,7,13,-6,13,2,1
NNC(=O)CN1C(c2ccc(Cl)cc2)=Nc2ccc(Br)cc2C1c1ccccc1 (centres undefined),-10,-6,-8,-13,-4,4,-23,5,-19
O=C(N1CCN=C1SCc1cccnc1)C12CC3CC(CC(C3)C1)C2,-1,13,0,-1,3,11,-4,2,4
COc1ccc2c(c1OC)c(=O)n1c3ccc(OC(C)C(=O)NCCCN4CCOCC4)cc3c3ccnc2c31 (centres undefined),-1,6,4,14,5,5,2,2,2
O=C(CSc1n[nH]c(=O)[nH]c1=O)NCC1CCCCC1,1,-8,8,-9,4,6,-2,3,-1
Cc1ccccc1-n1c(=O)c2ccccc2n2nnnc12,6,1,2,-1,4,4,-4,5,6
C/C(=N\NC(=O)CNC(=O)C1COc2ccccc2O1)c1ccc(Cl)cc1 (centres undefined),-3,7,-5,3,2,3,-3,10,2
CC1CCCC(C)N1C(=O)CSc1ccc(-c2ccc3c(c2)OCCO3)nn1 (centres undefined),-1,-3,-2,-3,5,2,4,3,-4
O=C(c1ccc(Cl)c(S(=O)(=O)N2CCCC2)c1)N1CCCCC1,3,-2,2,4,0,1,4,-1,3
CCOC(=O)C1=C(C)NC(C)=C(C(=O)OCC)C1C(=O)OCC(=O)N1CCCCC1CC (centres undefined),-5,15,-7,-8,8,6,5,-4,-4
COc1ccc(Cl)cc1NC(=O)CN1CCC(NC(=O)C2CC2)CC1,-3,-2,6,-6,-2,2,4,1,-5
O=C(NNC1CC(=O)N(c2ccc(F)cc2)C1=O)c1cccnc1 (centres undefined),0,-7,15,-1,-7,1,-2,3,-6
CC(C)(C)NC(=O)C(c1cccnc1)N(C(=O)c1ccc(Cl)nc1)C1CCCC1 (centres undefined),-3,6,11,4,-3,1,-6,-2,-9
O=C(O)CC(C(=O)Nc1ccc(F)cc1)C1CCCO1 (centres undefined),-2,5,20,1,4,6,2,-1,0
CCOC(=O)C1(Cc2cccc(Cl)c2)CCCN(C(=O)c2cccc(C)n2)C1 (centres undefined),-1,5,11,-1,2,0,8,1,5
Cc1ccc(NS(=O)(=O)c2ccc3c(c2)NC(=O)C(C)C(=O)N3)c(Cl)c1 (centres undefined),0,0,13,16,2,1,6,1,-8
CCCN(CCC)CCNc1c(NC2CCN(C(=O)OCC)CC2)c(=O)c1=O,6,3,5,3,7,-2,2,-1,8
CC(=O)N1CCCc2cc(S(=O)(=O)N3CCc4ccccc4C3)ccc21,0,-3,-2,9,2,10,-9,-4,1
CCC(C)C1/C=C\CC(NC(=O)OCC2c3ccccc3-c3ccccc32)CC(=O)N1Cc1ccccc1 (centres undefined),·,0,·,·,0,1,·,0,·
CCCCn1c(SCC(=O)N(C)C2CCS(=O)(=O)C2)nc2cc(S(N)(=O)=O)ccc21 (centres undefined),3,6,0,0,3,5,-4,1,6
CCOc1ccc(C2=CC(=O)C[C@H](c3ccc(OC)cc3)C2)cc1,-3,-3,·,-4,1,7,-4,-4,5
CCOC(=O)C1=C(C)Nc2ccccc2N=C1NC(=O)Cc1ccc(Cl)c(Cl)c1,0,6,-15,-2,-1,6,0,-4,-1

# Records listed above marked active in PME-1 primary.
Molecule | PAFAH1B3 FP inh | PME-1 primary | pPAFAH inh | PAFAH1B2 FP inh | PREPL inhibitor | PAD4 FP inh
Cc1sc2ncnc(OCC(=O)N3CCN(S(=O)(=O)c4ccc(Cl)cc4)CC3)c2c1C | 9 | 40* | -2 | 10 | -6 | 3

# Compound activity as filed in PubChem.

# A portion of the library; count on the stated rates, not on these rows.
